Assay outcomes: PubChem BioAssay, Sanford-Burnham Center for Chemical Genomics
APJ antagonist = antagonists of human apelin receptor APJ, primary screen, CHO-K1 cells, beta-arrestin complementation, luminescence; 330,000 tested, 0.32% active; P35414; inhibition, % at 20 µM;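 active = inhibition above about 40% at 20 µM, limit read from the data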;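 note: cells challenged with 10 nM apelin-13 agonist together with compound; plate controls were apelin-13 plus DMSO wells for no effect and DMSO wells lacking apelin-13 for full effect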
EBI2 block = EBI2 receptor antagonists, beta-arrestin recruitment, primary screen, cell-based, luminescence, 7a,25-OHC stimulation, uHTS; G-protein coupled receptor 183 (Homo sapiens), P32249; AID 651636, 2012; inhibition, % at 5 µM; 7a,25-OHC stimulated; 360,000 tested, 0.81% active; in the data active = inhibition above about 38%;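 note: enzyme fragment complementation signal reports receptor beta-arrestin coupling in cells; 0% = agonist plus DMSO wells and 100% = wells without agonist; some results beyond the cut were filed as inactive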
CXCR6 block = CXCR6 receptor inhibitors, primary screen, cell-based, beta-arrestin, luminescence, CHO-K1 PathHunter, 1536-well | C-X-C chemokine receptor type 6 (Homo sapiens), O00574 | inhibition, % at 20 µM | 360,000 tested, 0.36% active | AID 602244, 2012; in the data active = inhibition above about 34%, passing the limit was not always enough;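 note: antagonist mode with CXCL16 agonist at 10 nM final; 0% = 10 nM CXCL16 with DMSO and 100% = unstimulated wells without agonist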
Gli-Sufu block = Gli-Sufu pathway antagonists, primary screen, luciferase luminescence, Sufu-KO-LIGHT cells, uHTS; Sufu-KO-LIGHT fibroblasts, Gli luciferase reporter luminescence; inhibition, % at 5 µM; 340,000 tested, 0.74% active; AID 588413, 2011;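 active = inhibition above about 55%, limit read from the data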;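 note: 0% = DMSO-treated cells and 100% = wells with medium but no cells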
ATG4B inhibitor = ATG4B protease inhibitors, primary screen, biochemical, fluorescence, uHTS; 340,000 tested, 0.51% active; Cysteine protease ATG4B (Homo sapiens), Q9Y4P1; ATG4B cleavage of LC3-PLA2, NBD-HPC fluorescence, 1 h; AID 504462, 2011; inhibition, % at 8.33 µM; in the data active = inhibition above about 40%
Target sequence (Q9Y4P1 whole entry, looked up): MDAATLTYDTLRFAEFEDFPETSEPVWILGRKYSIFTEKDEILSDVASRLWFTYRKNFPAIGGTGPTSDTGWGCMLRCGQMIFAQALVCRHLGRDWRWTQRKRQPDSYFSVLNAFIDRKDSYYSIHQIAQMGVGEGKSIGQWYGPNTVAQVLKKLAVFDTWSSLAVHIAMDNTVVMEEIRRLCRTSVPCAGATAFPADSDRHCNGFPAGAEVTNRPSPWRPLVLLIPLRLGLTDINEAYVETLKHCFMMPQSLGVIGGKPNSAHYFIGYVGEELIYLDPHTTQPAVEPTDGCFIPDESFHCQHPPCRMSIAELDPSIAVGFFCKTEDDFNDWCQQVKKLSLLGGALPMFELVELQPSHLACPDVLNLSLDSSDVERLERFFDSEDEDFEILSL
UBC13 inh = UBC13 polyubiquitin chain formation inhibitors, primary screen, biochemical, TR-FRET, uHTS. Ubiquitin-conjugating enzyme E2 N (Homo sapiens), P61088. inhibition, % at 20 µM. 330,000 tested, 0.47% active. AID 485273, 2010; in the data active = inhibition above about 45%, passing the limit was not always enough
Target sequence (P61088 whole entry, looked up): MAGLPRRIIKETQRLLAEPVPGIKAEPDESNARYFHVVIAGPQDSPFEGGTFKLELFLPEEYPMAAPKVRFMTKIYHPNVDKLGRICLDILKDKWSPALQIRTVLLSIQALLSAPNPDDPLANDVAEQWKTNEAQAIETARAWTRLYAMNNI
APJ ag = agonists of human apelin receptor APJ, primary screen, CHO-K1 cells, PathHunter beta-arrestin, luminescence | P35414 | 0% DMSO wells, 100% apelin | activation, % at 20 µM | 330,000 tested, 0.11% active;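 active = activation more than six SD over the plate average, tested at 20 µM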;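 note: 0% = DMSO alone and 100% = apelin-13 at 10 nM; some results filed as inactive read as strong as hits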
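Assay system: engineered CHO-K1 APJ arrestin reporter cells; Amount: 1000 CHO-K1 reporter cells seeded per well; Dosing: one dose, 20 µM compound, 1% DMSO; Times: compound stimulation 90 min at 25 °C, detection 60 min; Measured by: luminescent beta-gal fragment complementation, chemiluminescent substrate; Read-out: APJ–arrestin association signal; Controls: DMSO vs Apelin-13 10 nM.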
CCR6 antagonist = CCR6 receptor antagonists, primary screen, cell-based, CHO-K1, luminescence, beta-arrestin, uHTS; inhibition, % at 20 µM; CHO-K1 CCR6 PathHunter beta-arrestin, CCL20-stimulated; C-C chemokine receptor type 6 (Homo sapiens), P51684; 340,000 tested, 0.49% active;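 active = compounds whose inhibition of the agonist-driven luminescence signal at 20 µM reaches about 50%, limit read from the data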;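 note: cells stimulated with CCL20 at 14 nM final; plate controls were DMSO with CCL20 for no effect and DMSO without agonist for full effect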
Target sequence (P51684 whole entry, looked up): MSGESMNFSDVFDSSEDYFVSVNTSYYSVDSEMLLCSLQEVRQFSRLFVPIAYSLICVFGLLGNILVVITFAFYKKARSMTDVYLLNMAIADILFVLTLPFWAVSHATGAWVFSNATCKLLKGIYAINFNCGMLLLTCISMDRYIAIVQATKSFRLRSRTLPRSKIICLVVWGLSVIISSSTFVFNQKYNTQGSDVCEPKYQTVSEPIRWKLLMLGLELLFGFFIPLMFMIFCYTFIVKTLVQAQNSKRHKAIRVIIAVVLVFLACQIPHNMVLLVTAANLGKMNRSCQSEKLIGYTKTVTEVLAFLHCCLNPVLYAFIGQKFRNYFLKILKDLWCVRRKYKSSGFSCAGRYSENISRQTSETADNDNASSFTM
Active calls of the source: *; · = not tested or not shown; & = joins results of further samples.

Every second line gives: APJ antagonist, EBI2 block, CXCR6 block, Gli-Sufu block, ATG4B inhibitor, UBC13 inh, APJ ag, CCR6 antagonist
> CCN(CC(=O)NCc1ccc(F)cc1)CC(=O)Nc1ccc(S(=O)(=O)N2CCCC2)cc1
  1, -1, 1, 8, -4, 14, -2, 13
> O=C(Nc1ccc(N2CCOCC2)c(Cl)c1)c1cccc(-n2cnnc2)c1
  -11, -3, -3, -5, 4, 12, -6, -7
> C=CCNS(=O)(=O)c1ccc(OCC(=O)OC)cc1
  3, -13, 7, 5, 7, 1, 1, -10
> COC(=O)c1ccc(/C=C(\C#N)c2nc3ccccc3s2)cc1
  -51, -2, 6, 4, 0, -1, 1, 7
> Cc1ccc(C)c(NC(=S)N2CCCCCC2)c1
  14, -15, 3, 6, 1, 7, -2, -3
> CC(=O)N=c1n(C)c2ccccc2n1CCOc1ccccc1
  13, -19, -4, -5, -8, 5, -2, -3
> Cc1ccc(NC(=O)Cn2nnc(C(=O)NCc3cccs3)c2N)cc1F
  -2, -12, 1, 8, -4, -4, 0, 6
> O=C(O)CCCc1ccc2c(c1)CCc1ccccc1-2
  -14, -5, 6, 13, 9, -6, -5, 9
> CC1(C)CC(OC(=O)c2ccccc2)CC(C)(C)N1
  17, 0, -10, 7, 13, -8, -1, -10
> Cc1ccc(S(=O)(=O)NCCc2ccncc2)cc1[N+](=O)[O-]
  11, -7, -9, 5, 1, 3, -5, 2
> NC(=O)C1CCN(CC(=O)Nc2ccccc2Sc2ccccc2)CC1
  6, -1, 2, 7, 10, 12, -3, 16
> CS(=O)(=O)c1ccc(C(=O)NC(Cc2ccccc2)c2ccccc2)cc1 (centres undefined)
  7, -3, -2, -29, -1, -3, -4, 7
> CCOc1ccc(NC(=O)N(Cc2ccc(C)cc2)Cc2ccccn2)cc1
  3, 19, 9, 16, 2, 2, -4, 8
> Nc1c(Br)cc(Br)cc1CNC1CCC(O)CC1 (centres undefined)
  7, 4&9, 2&9, 4&20, -7&-4, 2, -2, 12&5
> COc1cc2c(cc1OC)CN(C(=O)c1ccc(-c3ccccc3)cc1)CC2
  -4, 4, -1, 7, -16, 0, 2, 14
> CC1=CC(C)(C)N(C(=O)CN2C(=O)CCC2=O)c2ccc(C)cc21
  -9, -12, -2, -3, -12, -1, -3, 9
> CC(=O)Nc1cccc(C(=O)NNC(=O)c2n[nH]c(=O)c3ccccc23)c1
  1, -5, 0, 4, 1, 4, -2, -6
> O=C(O)c1nn(Cc2ncc(-c3cccc(Cl)c3)o2)c(=O)c2ccccc12
  15, 1, 1, -18, -4, 2, -4, 13
> CC(C)Cn1cnc2c(SCc3ccccc3Cl)nc(N)nc21
  ·, 10, 6, -17, 29, ·, ·, 14
> CCOC(=O)CN1CCc2c(C)nc3c(-c4ccc(OC)c(OC)c4)cnn3c21
  0, -1, -8, 11, 5, 0, -2, -3
> COc1ccc(NC(=O)CCCN2C(=O)C3CC=CCC3C2=O)cc1 (centres undefined)
  -8, 5, 6, 8, -1, -9, -2, 1
> N#Cc1c(Sc2ncc(C(F)(F)F)cc2Cl)nsc1C/C=N\OCc1ccccc1Br
  -56, -3, -5, 4, 2, -21, -3, 18
> Cc1ccc(CNS(=O)(=O)c2ccc([N+](=O)[O-])cc2)cc1
  -55, -2, -13, -11, -1, -6, 0, 0
> Cc1cccc(-c2noc(-c3cc4ccccc4oc3=O)n2)c1
  -1, -1, 1, -1, 2, 28, -4, 8
> S=C(NCc1ccccc1)NCc1ccc(Cl)cc1
  10, 6, -10, 0, 31, 6, -2, -3
> COc1ccccc1C(=O)NCCN1CCN(c2ccccc2)CC1
  15, 8, 4, 10, 1, -2, -4, 17
> O=C(CCNS(=O)(=O)c1cccc2nonc12)NCc1cccs1
  15, -5, 7, 10, -3, -2, 0, 2
> O=C1NC(c2cccnc2)C(C(=O)c2cccs2)C(O)(C(F)(F)F)N1 (centres undefined)
  5, -5, 4, -15, -10, 3, -1, 1
> CC1C(=O)O[C@@H]2C[C@@H](C)[C@@H]3CCC(=O)[C@@]3(C)[C@@H](O)[C@H]12 (some centres undefined)
  17, -8, -1, 20, -8, -2, 5, 9
> Cc1cccc(NC(=O)[C@H](Cc2c[nH]c3ccccc23)NC(=O)[C@@H]2Cc3ccccc3CN2)c1
  6, 10, -4, -48, -24, 4, -3, -2
> Cc1cc(-c2nnc(SCC(=O)Nc3ccc(Br)cc3F)n2N)n[nH]1
  13, 1, 1, -8, -3, 2, 3, 9
> COc1ccc(C[C@H]2c3cc(O)c(OC)cc3CC[N+]2(C)[O-])cc1O (some centres undefined)
  21, -6, 30, -1, -11, -15, -12, 59*
> CC1=C(/C=N/Nc2ccc([N+](=O)[O-])cc2[N+](=O)[O-])C(C)(C)CCC1
  -9, 15, -11, 26, 4, -40, -2, 11
> CC1=C([N+](=O)[O-])C(c2ccc(Cl)cc2)NC(=O)N1C (centres undefined)
  -3, -5, 1, -16, -2, 0, -4, -1
> O=C(NCCCN1CCOCC1)C(=O)N/N=C/c1c2ccccc2cc2ccccc12
  5, -5, -4, 13, -9, -13, 3, 5
> CCOC(=O)C1=C(C)Nc2ncnn2C1c1ccc(N(C)C)cc1 (centres undefined)
  12, -4&-10, -1&-9, 3&3, -8&-2, 2, 1, 4&-2
> C[C@H](CO)N1C[C@H](C)[C@@H](CN(C)C)Oc2c(NC(=O)c3ccncc3)cccc2C1=O
  18, 1, 10, -3, 3, 9, -2, -3
> COc1ccccc1CCN=C(N)NS(=O)(=O)c1ccccc1F
  -8, 2, 8, 7, -4, 4, 3, -3
> O=C(Nc1ccc2c(c1)C(=O)NC2=O)c1cc(Cl)ccc1Cl
  -30, -3, 6, 0, -11, -1, -1, -4
> O=C(CCS(=O)(=O)c1ccc(F)cc1)Nc1nnc(-c2ccco2)o1
  8, -10, 9, -4, -8, -6, -3, 3
> Cc1ccc(C)c2c1[nH]c1ccc([N+](=O)[O-])cc12
  10, 4, -1, 0, -6, 1, -2, -5
> Cc1cccc(C)c1-n1c(C)cc(/C=N\NC(=O)CC(=O)NC2CCCCC2)c1C
  -8, -4, -6, -7, -8, -11, 2, 21
> CC(O)[C@H]1CNCCN1CCc1cccc(F)c1 (some centres undefined)
  8, 1, -5, -6, -3, 4, 6, -1
> Cc1[nH]n(C(N)=S)c(=O)c1C(c1ccccc1)C(C#N)C#N (centres undefined)
  -12, 6, 8, 2, 4, -5, 0, 8
> CN(CCN1CCc2ccccc2C1)Cc1nc(-c2ccc3c(c2)OCO3)no1
  -26, -1, 2, -5, 5, 9, -1, -7
> CC(C)OC(=O)c1nnc(-c2ccccc2)nc1OC(C)C
  24, -4, -7, 5, 8, 0, 2, 14
> CCN(CC(=O)NCc1ccc(Cl)cc1)C(=O)c1cc(S(=O)(=O)N2CCOCC2)ccc1C
  4, 2, 4, 15, -2, -11, -1, 5
> O=C(OCc1nc2ccccc2[nH]1)C1CCCCC1
  -2, -2, 4, 29, 6, -3, -3, 8
> O=S(=O)(NCc1ccco1)N1CCCCCC1
  13, -18, 0, -124, -4, 7, -5, -6
> CCN1C(=O)C2(/C(=C(\O)c3ccc4c(c3)OCCO4)C(=O)C(=O)N2CCCOC)c2ccccc21 (centres undefined)
  -3, 2, -6, 5, 8, 6, -2, -30

Remaining list, next part:
Every second line gives: APJ antagonist, EBI2 block, CXCR6 block, Gli-Sufu block, ATG4B inhibitor, UBC13 inh, APJ ag, CCR6 antagonist
> O=C(O)c1cc(S(=O)(=O)N2CCN(C(=O)c3ccco3)CC2)c(Cl)cc1Cl
  -12, -6, -14, 18, 6, 3, 2, 8
> C[C@H]1O[C@H]1P(=O)(O)O
  -3, -6, -8, -17, 1, 0, 2, -9
> CC(C)Cn1c(N)c(S(=O)(=O)c2cccs2)c2nc3ccccc3nc21
  ·, -10, 1, 30, -10, ·, ·, 15
> COc1cc(/C=C2\NC(=S)NC2=O)ccc1OCc1cccc(C(=O)O)c1
  4, -4, 13, 10, 2, -4, -5, 0
> COc1ccc(C(C)=O)cc1CN1C(=O)NC(c2ccccc2)(c2ccccc2)C1=O
  -7, -2, -2, -16, -6, -6, -2, 3
> COc1ccc(N(CC(=O)N2CCc3ccccc32)S(=O)(=O)c2c(C)noc2C)cc1
  8, 13, 10, 8, 0, 1, 1, 17
> COc1ccc(NC(=S)N2CCN(Cc3ccco3)CC2)c(OC)c1
  -15, -13, 4, -2, -1, -7, -1, 8
> Cc1nc(Sc2nnnn2C)c2c3c(sc2n1)CCC3
  5, -32, 1, 50, 6, 13, -3, -2
> CC(=O)N1c2ccccc2NC2=C(C(=O)CCC2)C1c1ccc(F)cc1 (centres undefined)
  -16, -6, 1, 0, 2, -16, -1, -7
> COc1ccc(N(CC(=O)NC2CC3CCC2C3)S(=O)(=O)c2ccc(C)cc2)cc1 (centres undefined)
  17, 3, -11, -1, -6, 7, 0, 0
> c1ccc(N2CC3CCc4ccccc4C3=N2)cc1 (centres undefined)
  21, -3, -9, -18, 2, 16, -5, 9
> O=C(NN(Cc1ccccc1)Cc1ccccc1)c1ccccc1
  ·, 12, 0, 1, -2, ·, ·, 4
> CC(=O)N1CCOCCOCCOCC1
  0, -5, -12, 3, 0, 4, -4, 1
> O=C(CSc1nnc(-c2ccccc2O)o1)N1CCc2ccccc2C1
  19, 5, 3, 3, 1, 19, -7, 17
> CNS(=O)(=O)c1cc(NC(=O)CCCNC(=O)c2ccc(Cl)cc2)ccc1C
  10, 5, -1, -32, -11, 9, -1, 5
> COc1cccc(C2=CC(c3cc(OC)ccc3OC)n3nnnc3N2)c1 (centres undefined)
  -12, -3, 9, 19, -5, -19, 0, -1
> Cc1ccc(S(=O)(=O)N2CCC(C(=O)NCC3CCCCC3)CC2)cc1
  14, -9, -2, 18, -4, -1, 1, 18
> CC(=O)C1=C(O)C(=O)N(CCN(C)C)C1c1ccc(Cl)cc1 (centres undefined)
  ·, -4, -7, 7, 15, ·, ·, -5
> Cc1ccccc1N1CC(C(=O)Nc2ccc(S(=O)(=O)N3CCCC3)cc2)CC1=O (centres undefined)
  3, 7, 5, 3, -7, -7, 12, 5
> COc1ccc(NC(=O)c2nc3nccc(C)n3n2)cn1
  -15, 1, 1, -21, -8, -9, 2, 3
> O=C1C2CCCN2C(c2cccc(F)c2)N1c1cccc(Cl)c1 (centres undefined)
  9, -9, -1, -9, -2, 12, -1, 12
> CCOc1ccccc1CN1CCN(Cc2csc(C(C)=O)c2)CC1CCO (centres undefined)
  -2, -3, 7, 18, -11, 4, -1, 11
> O=C1C2CCCN2C(=O)N1CCN1CCN(c2ccccc2)CC1 (centres undefined)
  8, -10, 1, 5, -1, -1, -1, -7
> CCNc1nc(Oc2ccc(Cl)cc2Cl)cc(C(F)(F)F)n1
  10, 12, -4, 9, -3, -14, 0, 32
> Cc1ccccc1-c1nc(CN2CCC(C(=O)NCCCN3CCOCC3)CC2)c(C)o1
  -3, -2, 5, 12, -7, 11, -2, -9
> COc1ccc(C(CNC(=O)/C=C/c2c(Cl)nc3ccccn23)N(C)C)cc1 (centres undefined)
  9, 11, -4, 10, -9, -9, 0, 4
> CCOC(=O)N1CCN(C(=O)c2cc(-c3ccncc3)nc3ccccc23)CC1
  12, -6, 4, -3, 2, 7, -5, -11
> COc1cnc(-c2ccccn2)nc1Sc1c(Cl)cccc1Cl
  5, 11, 6, -3, 9, 3, -4, 16
> COC(=O)c1c(C)[nH]c(C(=O)OC(C)C(=O)N2CCOCC2)c1C (centres undefined)
  7, -7, -1, -20, 6, 2, -3, 2
> CC(=O)Nc1cc(-c2ccc(Cl)cc2)nn1-c1ccccc1
  8, -5, -6, 7, -13, 4, 0, 4
